NR1D1 modulator: Rev-erb alpha (human) modulation | P20393 | hit rate 0.79% among 370,000 | activity, % at 10 µM | AID 1259318 | Rev-erbα–FITC-DNA binding, fluorescence polarization, 90 min;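 active = activity above about 14%, limit read from the data; passing the limit was not always enough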;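 note: 0% = DMSO wells with 35 nM protein and 100% = DMSO wells with 750 nM protein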
PLCb3 inh: inhibitors of human phospholipase C beta3; hit rate 0.18% among 370,000; inhibition, % at 12.2 µM; Purified PLC-beta3, fluorogenic substrate, fluorescence; in the data active = inhibition above about 11%;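 note: 0% = median of compound wells on plate and 100% = full blocker control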
ADAM17 inh: ADAM17 inhibition, QFRET primary screen; P78536; recombinant ADAM17, EDANS/DABCYL FRET peptide cleavage; inhibition, % at 6.95 µM; hit rate 0.83% among 370,000;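 active = inhibition above the mean of compounds lying between control limits plus 3 SD, set per campaign, cut at about 8.5% in these data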;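 note: 0% = DMSO-only wells as the low control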
hcDAF-12 act: activates DAF-12 receptor from parasite H. contortus; HEK293 hcDAF-12 lit1-tk-luc reporter, luminescence; 0% DMSO, 100% Δ7-dafachronic acid; activation, % at 6.8 µM; hit rate 1.4% among 370,000; AID 652067;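 active = activation above the mean of all tested compounds plus 3 SD, cut at about 5.5% in these data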;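 note: 100% = response to 3 µM Δ7-dafachronic acid high control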
DAX1 inh-1: inhibitors of human orphan nuclear receptor DAX1 (NR0B1); HEK293 Gal4-DAX1 luciferase reporter, luminescence; inhibition, % at 6.75 µM; hit rate 0.99% among 340,000; AID 504766;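 active = inhibition above the mean over all tested compounds plus 3 SD, cut at about 4.2% in these data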;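 note: 0% = DAX1-transfected cells with DMSO and 100% = empty-vector control cells with DMSO; inhibition shows as a rise in luminescence from relieved DAX1 repression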
hgDAF12 agonist: hgDAF-12 agonism, primary luciferase screen; HEK293 GAL4-hgDAF12 UAS-luciferase reporter, agonist luminescence; normalized to butyrate control; activation, % at 6.8 µM; hit rate 1.8% among 370,000;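 active = activation above a cutoff set at the mean of all screened compounds plus 3 SD, cut at about 10% in these data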;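 note: 0% = DMSO wells and 100% = sodium butyrate wells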
ssDAF-12 act: S. stercoralis DAF-12 activation, primary screen; hit rate 1% among 370,000; activation, % at 6.8 µM; AID 652126; HEK293 ssDAF-12/GRIP1 lit1-tk-luc reporter, luminescence; % of 3 µM dafachronic acid response;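 active = activation above the mean over all tested compounds plus 3 SD, cut at about 0.9% in these data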;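 note: 0% = DMSO-only wells and 100% = 3 µM delta7-dafachronic acid wells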
PLCg1 inh: PLC-gamma1 (human) inhibition, primary screen. inhibition, % at 12.2 µM. hit rate 0.84% among 370,000. purified PLC-gamma1, fluorogenic substrate, fluorescence. P19174; in the data active = inhibition above about 9.5%
Target sequence (P19174 whole entry, looked up): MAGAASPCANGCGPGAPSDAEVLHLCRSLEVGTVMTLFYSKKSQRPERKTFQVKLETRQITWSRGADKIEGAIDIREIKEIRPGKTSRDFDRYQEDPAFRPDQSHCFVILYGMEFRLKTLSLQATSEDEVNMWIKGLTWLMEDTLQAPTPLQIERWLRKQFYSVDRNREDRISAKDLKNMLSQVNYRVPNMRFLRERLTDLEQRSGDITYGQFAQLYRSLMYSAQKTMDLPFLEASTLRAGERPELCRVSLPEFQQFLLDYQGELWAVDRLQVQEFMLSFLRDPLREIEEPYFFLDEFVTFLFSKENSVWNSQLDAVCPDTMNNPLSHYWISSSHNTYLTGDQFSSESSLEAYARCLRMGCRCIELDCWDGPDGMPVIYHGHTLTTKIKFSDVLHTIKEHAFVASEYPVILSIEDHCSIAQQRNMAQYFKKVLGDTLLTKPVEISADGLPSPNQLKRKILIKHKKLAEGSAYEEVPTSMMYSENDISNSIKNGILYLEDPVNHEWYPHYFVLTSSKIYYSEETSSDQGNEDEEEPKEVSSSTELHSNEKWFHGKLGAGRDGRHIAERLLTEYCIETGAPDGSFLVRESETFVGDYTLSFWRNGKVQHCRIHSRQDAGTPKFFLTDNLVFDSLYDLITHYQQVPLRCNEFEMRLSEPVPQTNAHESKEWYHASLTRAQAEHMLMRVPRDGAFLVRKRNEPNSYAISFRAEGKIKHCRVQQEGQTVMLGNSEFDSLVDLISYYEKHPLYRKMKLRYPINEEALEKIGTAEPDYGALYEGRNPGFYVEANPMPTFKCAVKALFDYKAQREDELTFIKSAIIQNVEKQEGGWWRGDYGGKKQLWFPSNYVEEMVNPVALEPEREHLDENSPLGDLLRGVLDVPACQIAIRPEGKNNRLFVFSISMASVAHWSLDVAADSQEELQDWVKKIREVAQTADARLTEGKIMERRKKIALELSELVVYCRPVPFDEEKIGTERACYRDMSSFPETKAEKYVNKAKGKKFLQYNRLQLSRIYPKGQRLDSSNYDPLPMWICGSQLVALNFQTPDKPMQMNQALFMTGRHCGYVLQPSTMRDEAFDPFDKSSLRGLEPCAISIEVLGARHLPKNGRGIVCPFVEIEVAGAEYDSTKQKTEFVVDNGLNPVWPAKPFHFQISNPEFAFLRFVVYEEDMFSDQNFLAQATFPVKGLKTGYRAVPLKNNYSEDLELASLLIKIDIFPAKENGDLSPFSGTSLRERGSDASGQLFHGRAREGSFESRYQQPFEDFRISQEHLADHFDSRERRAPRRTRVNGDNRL
SMARCA2 activ: activators of SMARCA2 function. AID 652017. MG213 cells, MMTV-luciferase reporter, dexamethasone, overnight. hit rate 1% among 370,000. activation, % at 9.1 µM; in the data active = activation above about 7.8%;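 note: 0% = vehicle wells and 100% = reference activator wells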
DAX1 inh-2: blocks DAX1 repression of SF-1 activated StAR promoter; HEK293T StAR-luciferase reporter, SF-1/DAX-1 repression relief; inhibition, % at 6.8 µM; hit rate 1.1% among 370,000; AID 652010;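 active = inhibition above the mean over all tested compounds plus 3 SD, cut at about 3.6% in these data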;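 note: 0% = DAX-1 cells with DMSO and 100% = cells lacking DAX-1 with DMSO; higher inhibition means more luminescence from relief of DAX-1 repression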
MBD2 DNA inh: blocks human MBD2 binding to methylated DNA. Q9UBB5. TR-FRET, MBD2 binding to methylated oligonucleotide. inhibition, % at 4.4 µM. hit rate 0.31% among 370,000; in the data active = inhibition above about 13%
The depositor's hits bear a star; i = inactive; / = no result given; & = joins results of further samples.

molecule	NR1D1 modulator	PLCb3 inh	ADAM17 inh	hcDAF-12 act	DAX1 inh-1	hgDAF12 agonist	ssDAF-12 act	PLCg1 inh	SMARCA2 activ	DAX1 inh-2	MBD2 DNA inh
CC(=O)c1cc(OC(=O)c2ccncc2)ccc1OC(=O)c1ccncc1	-1	-5	0	-1.2	0.2	0.1	-1.3	-3	2	0.6	-6
CCSc1nnc(CCNS(=O)(=O)c2ccc(C(C)=O)cc2)n1C	2	-11	-4	-1.7	-1.4	1.6	-0.8	-3	2	-0.5	4
COC(=O)C[C@@H]1CC[C@@H]2[C@H](COc3ccc(NC(=O)c4ccc5c(c4)OCO5)cc3C(=O)N2C)O1	4	0	-7	-1.2	/	4.1	0.0	-2	-2	0.0	-2
Cc1cccc(C(=O)N/N=C/C(C)Cc2ccc3c(c2)OCO3)c1 (stereo not drawn)	4	4	0	0.3	-1.2	3.6	-1.8	6	-1	-0.1	-6
Cc1nc(CS(=O)(=O)c2ccccn2)sc1C(=O)NNC(=O)c1c(F)cccc1Cl	-4	-5	1	0.1	/	3.1	-1.5	-1	-1	-0.3	5
CCOC(=O)c1cnn(-c2ccccc2)c1NC(=O)c1cccs1	-2	-1	-3	-1.8	0.3	-2.0	-0.8	0	2	0.3	-1
COC(=O)c1c(N2C(=O)CCC2=O)sc2c1CCCC2	-5	0	-2	-0.3	3.6	-1.9	-1.5	-3	0	-0.1	4
CCCCNc1cc(C)nc(N2CCOCC2)n1	3	-5	-2	1.9	0.8	2.3	0.0	-3	2	-0.1	5
CC(C)NC(=O)c1ccc2nc([C@@H]3O[C@H](CO)[C@H](O)[C@H](O)[C@H]3O)[nH]c2c1	-3	1	-5	-0.2	/	-2.3	-0.6	0	-4	-0.6	1
C[C@H](NC(=O)NCc1cccs1)C(=O)O	7	-1	3	-1.6	0.7	-1.0	-1.0	0	1	-0.4	-8
O=C(NNC(=O)c1ccc(Cl)nc1)c1ccc(Br)cc1	-3	4	-2	-2.0	0.2	-0.7	-1.7	-4	1	-0.6	0
Cc1ccc(OCC(=O)N(Cc2nnc(-c3ccccc3Cl)o2)C2CC2)cc1C	3	-6	0	-1.9	0.4	-5.0	-0.8	1	0	-1.0	4
O=C(NCc1ccc(S(=O)(=O)Nc2ccccc2Cl)s1)c1ccccc1	2	-3	-4	-1.1	/	-0.1	-0.8	-1	3	-0.9	0
O=S1(=O)c2ccc(Br)cc2OC2CCCN1C2 (stereo not drawn)	-12	1	-2	-2.1	/	0.9	-1.1	-2	0	-1.4	-3
C[C@@H]1CN([C@@H](C)CO)C(=O)CCCn2nncc2CO[C@H]1CN(C)CC1CCCCC1	0	-2	-4	2.0	/	-0.4	-0.3	2	0	-0.3	-1
O=C(NC1CCN(Cc2ccccc2)CC1)c1c(F)cccc1F	2	-30	-1	1.1	-0.7	2.5	0.1	-1	0	0.5	5
O=C1c2ccccc2/C(=C\c2ccc(Br)s2)N1c1ccccc1	3	-96	-20	-0.2	0.8	0.5	-0.7	-73	1	-0.4	-7
CN1CCC2(CC1)C1CN(C)CC=C1C(C#N)=C(N)C2(C#N)C#N (stereo not drawn)	-4&5	-120&-67	-61&-46	-1.1&0.5	0.0&-0.9	-1.7&3.5	-1.3&-0.8	-98&-53	-3&3	0.1&0.1	-11&-15
CCCC[C@@H]1CN=C(N)N1CCc1cc(C(F)(F)F)cc(C(F)(F)F)c1	-2	-5	-1	0.1	0.2	2.4	-0.6	-9	0	-0.5	1
COc1ccc(NC(=O)c2cc(-c3cc(OC)c(OC)c(OC)c3)nc3ccccc23)cc1OC	-1	-36	7	-3.5	-2.6	-4.1	-1.2	-30	-2	-1.2	2
N#CCc1c(C#N)c(N)nc(N2CCN(S(=O)(=O)c3ccccc3)CC2)c1C#N	-3	-219	-57	-1.6	-1.3	-3.2	-1.0	-207	1	-0.8	2
CC(=O)NC(c1cccc(F)c1)c1nc(-c2cccc(C(C)C)c2)cs1 (stereo not drawn)	3	1	2	-2.4	/	-0.2	-1.0	3	-2	-0.5	1
C/C(O)=C(\C#N)c1nc2ccccc2[nH]1	3	0	-6	-2.4	-0.9	-0.5	-1.4	-2	-1	0.2	3
O=C(CSc1nnc2c3ccccc3c3ccccc3c2n1)Nc1ccccc1F	1	-7	-4	5.8*	0.1	-0.3	-0.7	-2	0	0.3	3
COc1ccc(N(C)S(=O)(=O)c2cccc(C(=O)NCc3ccc4c(c3)OCO4)c2)cc1	2	-2	3	-0.9	-0.3	0.2	-1.2	-1	-2	-0.3	-6
CC(=O)N1CCN(c2ccccc2NC(=S)NC(=O)c2cc3ccccc3o2)CC1	0	-7	-3	7.3*	-0.5	-0.5	0.2	-4	-3	0.8	-3
C#CCOCCOCCOCCNc1nc(N2CCN(C(=O)[C@H]([C@@H](C)CC)n3cc(CCCN=C(N)N)nn3)CC2)nc(N2CCN(C(=O)[C@H](CCCCN)n3cc(CCC(=O)O)nn3)CC2)n1	6	1	2	-0.4	1.9	1.6	-1.4	-1	1	0.8	5
O=C(O)c1ccc(NC(CSCc2ccc(F)cc2)C(=O)O)c([N+](=O)[O-])c1 (stereo not drawn)	2	0	-2	0.4	-0.3	2.0	-1.0	-1	-2	0.0	1
CCCCN(C)C(=O)C1CCN(c2ccc(S(=O)(=O)N3CCOCC3)cc2[N+](=O)[O-])CC1	1	-5	-1	-2.0	-1.6	-0.7	-1.2	5	-1	-0.1	2
CCOC(=O)CNC(=O)c1sc2nc(C)cc(C)c2c1N	-1	i	-113	0.3	0.1	3.3	-1.6	i	2	0.1	-1
Cn1cnc(S(=O)(=O)N2CCCCC2c2cc(C(=O)Nc3cccc4c3CCCC4)no2)c1 (stereo not drawn)	0	1	1	-1.6	/	-0.3	-1.0	1	1	-2.1	-6
Fc1ccc(CNCc2ccc(Br)cc2)cc1	-4	2	-3	-0.6	1.1	-0.4	-1.8	-3	-1	0.0	-2
COc1ccc(C(=O)C2CCN(CC(=O)Nc3cc(C)cc(C)c3)CC2)cc1	-3	-8	-1	-3.5	-0.9	0.1	-1.1	1	-6	0.1	4
N#Cc1ccccc1NCC(=O)N1CCN(S(=O)(=O)c2ccccc2)CC1	-2	-7	-8	0.4	-0.3	-0.1	-1.2	-2	-1	0.5	-6
CC/C(C)=N/NC(=S)NCc1ccco1	0	-3	-3	2.0	-0.2	0.1	-1.7	1	-4	-0.5	-4
CCc1c(C)nc2cc(-c3ccc(OC)c(OC)c3)nn2c1N1CCCC1	-2	-196	-3	-3.7	-0.4	-1.1	-2.0	-138	-1	-0.1	5

Some of these compounds in order of the ssDAF-12 act value, high to low:
compound | NR1D1 modulator | PLCb3 inh | ADAM17 inh | hcDAF-12 act | DAX1 inh-1 | ssDAF-12 act | PLCg1 inh | SMARCA2 activ | DAX1 inh-2 | MBD2 DNA inh
CC(=O)N1CCN(c2ccccc2NC(=S)NC(=O)c2cc3ccccc3o2)CC1 | 0 | -7 | -3 | 7.3* | -0.5 | 0.2 | -4 | -3 | 0.8 | -3
Cn1cnc(S(=O)(=O)N2CCCCC2c2cc(C(=O)Nc3cccc4c3CCCC4)no2)c1 (stereo not drawn) | 0 | 1 | 1 | -1.6 | / | -1.0 | 1 | 1 | -2.1 | -6
COc1ccc(C(=O)C2CCN(CC(=O)Nc3cc(C)cc(C)c3)CC2)cc1 | -3 | -8 | -1 | -3.5 | -0.9 | -1.1 | 1 | -6 | 0.1 | 4
C#CCOCCOCCOCCNc1nc(N2CCN(C(=O)[C@H]([C@@H](C)CC)n3cc(CCCN=C(N)N)nn3)CC2)nc(N2CCN(C(=O)[C@H](CCCCN)n3cc(CCC(=O)O)nn3)CC2)n1 | 6 | 1 | 2 | -0.4 | 1.9 | -1.4 | -1 | 1 | 0.8 | 5
CCOC(=O)CNC(=O)c1sc2nc(C)cc(C)c2c1N | -1 | i | -113 | 0.3 | 0.1 | -1.6 | i | 2 | 0.1 | -1
Fc1ccc(CNCc2ccc(Br)cc2)cc1 | -4 | 2 | -3 | -0.6 | 1.1 | -1.8 | -3 | -1 | 0.0 | -2
CCc1c(C)nc2cc(-c3ccc(OC)c(OC)c3)nn2c1N1CCCC1 | -2 | -196 | -3 | -3.7 | -0.4 | -2.0 | -138 | -1 | -0.1 | 5

Next section
molecule	NR1D1 modulator	PLCb3 inh	ADAM17 inh	hcDAF-12 act	DAX1 inh-1	hgDAF12 agonist	ssDAF-12 act	PLCg1 inh	SMARCA2 activ	DAX1 inh-2	MBD2 DNA inh
CCc1ccc(NC(=O)CSc2nc(N)c(NC(=O)c3ccc(F)c(F)c3)c(=O)[nH]2)cc1	0	-8	-5	-3.9	0.8	-0.5	-1.3	0	-2	1.8	6
OC(C#Cc1ccccc1)(c1ccccc1)c1ccccc1	-10	-2	3	-1.5	-1.0	0.1	-1.3	0	-2	-0.1	-2
COc1ccc(S(=O)(=O)N(C)CC(=O)NCCN2CCOCC2)cc1C	2	-4	-3	-0.2	-0.7	-0.7	-0.4	2	1	-0.3	-1
O=C(CCn1c(=O)c2ccccc2n(Cc2cc(=O)n3ccccc3n2)c1=O)NCc1ccco1	-7	-17	-15	0.1	0.8	2.1	-0.9	-17	0	0.5	-1
Cc1nn(C(C)C(=O)NCc2ccco2)c(=O)c2nn(-c3ccccc3)c(C)c12 (stereo not drawn)	-2	-3	-3	-0.9	0.6	-1.6	-1.5	-2	-1	-0.1	1
CC(=O)Nc1ccc(S(=O)(=O)n2cnc3cc(C)c(C)cc32)cc1	-1	2	-6	-2.2	0.1	-0.6	-1.4	-5	0	-1.0	1
O=C(CN1CCCCCC1)Nc1ccc(S(=O)(=O)N2CCCCC2)cc1	10	-3	-2	-0.3	0.6	-1.8	-1.0	1	-2	-0.1	3
CC(C)NCC(O)COC1CCC(C(C)(C)C)CC1 (stereo not drawn)	9	2	2	-1.6	0.1	0.5	-0.8	1	0	0.0	-1
O=C(NCc1ccc2c(c1)OCO2)c1c(O)c2cccc3c2n(c1=O)CCC3	3	-2	-5	-0.8	-0.5	0.0	-0.8	0	1	0.8	-1
Cc1cccc(C(=O)NCCCN(C)CCCNC(=O)c2cccc(C)c2)c1	1	-5	-1	-1.3	0.5	1.4	-1.3	-1	1	-0.1	1
CCCCCCCCCCOC(=O)NC1CCS(=O)(=O)C1 (stereo not drawn)	-4	-2	1	-1.5	-0.6	0.7	-1.7	0	-2	-0.7	-5
CCOc1ccc(NC(=O)CC2C(=O)N(CC)C(=S)N2CCN2CCOCC2)cc1 (stereo not drawn)	-5	-5	-4	-2.0	-0.6	-0.3	-1.1	0	-2	0.9	-1
CCOC(=O)C1CSCCS(=O)(=O)N1Cc1ccccc1C (stereo not drawn)	3	1	-5	0.6	/	-2.1	-0.8	-3	-6	0.2	1
Cc1onc(-c2ccccc2)c1C(=O)N1CCCN2C(=O)c3ccccc3C21 (stereo not drawn)	-2	-7	-1	-0.8	-1.1	0.2	-1.4	-1	2	0.1	-1
Cc1nn(-c2ccccc2)c(C)c1NC(=O)Cc1cccs1	-3	0	-2	0.7	2.8	-0.1	-0.8	-1	2	1.8	-1
CC(=O)Nc1ccc(S(=O)(=O)N2CCN(c3cc(C)ccc3C)CC2)cc1	-3	0	8	-0.7	0.2	-3.2	-1.2	1	-1	0.2	-4

Copied from the list.
Entry for CC(=O)Nc1ccc(S(=O)(=O)N2CCN(c3cc(C)ccc3C)CC2)cc1 in NR1D1 modulator: -3
Entry for Cc1nn(-c2ccccc2)c(C)c1NC(=O)Cc1cccs1 in NR1D1 modulator: -3
Entry for CCOC(=O)C1CSCCS(=O)(=O)N1Cc1ccccc1C (stereo not drawn) in NR1D1 modulator: 3

Source: PubChem (several laboratories)
